# PolyA inh: yeast polyadenylation inhibition; S. cerevisiae SKY197-pL101 polyadenylation reporter, beta-gal luminescence; efflux-impaired pdr1/pdr3 knockout yeast; score 100 = 6 SD above DMSO; calls only at 12 µM; hit rate 0.02% among 300,000; AID 1875;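 active = lowest replicate activity score at least 50, where 100 means six control SD above control mean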;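 note: yeast exposed to compound for 9 h at 30 °C; higher score means more reporter readthrough which indicates perturbed polyadenylation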
# KCNK9 block: human KCNK9 channel inhibition | Q9NPC2 | HEK293 KCNK9, FluxOR thallium flux fluorescence; stronger effect = lower value | B-score at 10 µM | hit rate 1.2% among 310,000;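 active = ratio B-score over 3 SD below the library mean, with starting fluorescence within 5 SD of its mean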;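 note: negative B-score means less thallium flux so channel inhibition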
# KCNK3 block: human KCNK3 channel inhibition, primary screen; O14649; B-score at 10 µM; hit rate 0.84% among 340,000; CHO-KCNK3 thallium flux, FluxOR fluorescence; stronger effect = lower value;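 active = B-score under library mean minus 4 SD, starting fluorescence ratio at most library mean plus 5 SD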;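 note: more negative B-score means stronger inhibition of thallium flux through KCNK3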
# Platelet DG rel: modulates dense granule release in human platelets; hit rate 0.22% among 300,000; inhibition, %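 (compounds screened at 7.5 µM in platelet-rich plasma)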; AID 1663; human platelet-rich plasma, SFLLRN dense granule ATP release, luminescence;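 active = mean replicate score, as percent of positive control, at or above 50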
# KCNQ1 pot: potentiators or activators of human KCNQ1 potassium channel | P51787 | CHO-K1 KCNQ1, thallium flux FluxOR fluorescence; stronger effect = higher value | B-score at 10 µM | hit rate 0.35% among 310,000;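 active = fluorescence ratio B-score, a plate-corrected score, at least three library SD, with initial intensity B-score within 5 SD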
#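 System: CHO-K1 cells stably expressing KCNQ1 / Medium: assay buffer for compound exposure, DMSO matched across wells / Reagent: thallium- and potassium-containing depolarizing buffer / Compound: one concentration, matched DMSO / Incubation: 20 min compound pretreatment at room temperature / Measured by: kinetic FluxOR fluorescence, 10 s baseline plus 110 s post-stimulus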
# DYRK1A inh: blocks rat Dyrk1A kinase activity. ADP-Glo luminescence, NFATc1 peptide. inhibition, % at 12.5 µM. Q63470. hit rate 0.43% among 310,000; in the data active = inhibition above about 50%;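 note: plate controls were vehicle with enzyme for no effect and no enzyme for full effect; many of its hits are not listed in these tables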
# hERG rescue: hERG (human) protection from proarrhythmic block. activation (rescue from dofetilide block), less the hit threshold, % at 10 µM. CHO-hERG, FluxOR thallium flux, dofetilide IC70 present. hit rate 0.51% among 310,000;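 active = activation above the mean of controls blocked by dofetilide plus 5 SD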;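 note: thallium influx through hERG after potassium depolarization seen as dye fluorescence rise; in these data hits start at about 4.7%; inactives centre near -7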
# Target sequence (Q12809 whole entry, looked up): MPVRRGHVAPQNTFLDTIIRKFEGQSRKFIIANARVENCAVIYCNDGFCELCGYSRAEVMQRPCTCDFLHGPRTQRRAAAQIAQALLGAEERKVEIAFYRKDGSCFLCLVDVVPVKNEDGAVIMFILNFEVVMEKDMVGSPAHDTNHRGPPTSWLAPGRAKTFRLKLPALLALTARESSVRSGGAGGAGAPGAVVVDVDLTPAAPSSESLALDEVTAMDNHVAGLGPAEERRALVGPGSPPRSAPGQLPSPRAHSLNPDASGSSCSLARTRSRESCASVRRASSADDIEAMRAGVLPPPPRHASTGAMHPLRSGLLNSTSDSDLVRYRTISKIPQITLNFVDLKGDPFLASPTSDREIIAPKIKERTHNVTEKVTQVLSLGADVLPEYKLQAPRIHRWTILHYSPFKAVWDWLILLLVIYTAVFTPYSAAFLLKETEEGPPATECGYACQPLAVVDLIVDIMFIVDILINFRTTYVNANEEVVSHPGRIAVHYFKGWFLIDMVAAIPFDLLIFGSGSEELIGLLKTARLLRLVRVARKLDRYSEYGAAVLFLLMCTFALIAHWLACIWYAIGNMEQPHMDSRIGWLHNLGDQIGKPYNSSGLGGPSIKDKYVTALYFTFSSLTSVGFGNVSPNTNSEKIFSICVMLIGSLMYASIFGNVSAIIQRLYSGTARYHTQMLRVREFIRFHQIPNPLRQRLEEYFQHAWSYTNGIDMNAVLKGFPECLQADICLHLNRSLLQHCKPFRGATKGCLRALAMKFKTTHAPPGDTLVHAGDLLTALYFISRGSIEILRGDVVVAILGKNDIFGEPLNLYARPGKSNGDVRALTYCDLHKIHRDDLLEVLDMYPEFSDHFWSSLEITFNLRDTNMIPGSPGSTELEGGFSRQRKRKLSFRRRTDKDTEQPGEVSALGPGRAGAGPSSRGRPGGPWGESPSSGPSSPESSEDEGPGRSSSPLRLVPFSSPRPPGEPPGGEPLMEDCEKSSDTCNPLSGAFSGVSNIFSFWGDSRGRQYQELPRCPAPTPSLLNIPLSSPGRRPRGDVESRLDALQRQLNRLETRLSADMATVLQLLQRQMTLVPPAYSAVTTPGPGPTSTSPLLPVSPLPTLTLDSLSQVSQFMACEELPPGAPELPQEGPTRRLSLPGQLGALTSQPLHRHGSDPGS
# TRPC4 inh: blocks the mouse TRPC4 cation channel. Q9QUQ5. HEK293 TRPC4beta/mu-opioid, DAMGO-evoked Fluo4 calcium flux; stronger effect = lower value. B-score at 10 µM. hit rate 0.39% among 300,000. AID 2247;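 active = B-score over 3 SD under the library average, no early fluorescence shift, positive overall ratio signal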
#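 Assay system: TRPC4beta/mu-opioid receptor HEK293 cell line; compound dosing: single concentration per test compound; detection: Fluo4 Ca2+ flux fluorescence; evaluation: per-well B score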
# TRPC4 potent: allosteric potentiators of mouse TRPC4 channel | B-score at 10 µM | hit rate 0.42% among 310,000 | Q9QUQ5 | HEK293 TRPC4beta/mu-opioid, DAMGO EC20, Fluo-4 Ca2+ flux; stronger effect = higher value;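 active = B-score of calcium response area above 5 SD of library B-scores, with initial fluorescence ratio within 5 SD of library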;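 note: B-score of integrated fluorescence ratio over time as area under calcium response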
# KCNQ1 block: blocks the human KCNQ1 potassium channel; P51787; CHO-K1 KCNQ1, FluxOR thallium flux fluorescence; stronger effect = higher value; B-score at 10 µM; hit rate 1.3% among 310,000; AID 2642;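 active = compounds whose thallium flux B-score, printed positive for inhibition, exceeds three library SD while starting fluorescence stays within three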;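 note: channel opened by potassium depolarization with thallium stimulus after 20 min compound exposure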
# TRPC4 act: opens the mouse TRPC4 cation channel; AID 2237; HEK293 TRPC4beta/mu-opioid, Fluo4 calcium fluorescence; stronger effect = higher value; B-score at 10 µM; hit rate 0.49% among 310,000; Q9QUQ5;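 active = B-score above 5 SD of library B-scores, and initial fluorescence ratio not above library mean plus 5 SD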;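 note: positive B-score marks a calcium rise read as TRPC4 activation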
#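 System – HEK293 cells stably co-expressing mouse TRPC4beta and mu-opioid receptor · Signal – Fluo4 calcium-sensitive dye fluorescence, kinetic, 1 Hz baseline · Benchmarks – buffer (low) and maximal DAMGO (high) · Read-out – B score of integrated fluorescence ratio per well · Incubation – dye loading 45 min room temperature, 110 s kinetic read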
# * = called active by the depositor; i = inactive; . = no result given. These rows are one share of the data. The share of hits here may be higher or lower than overall.
SMILES,PolyA inh,KCNK9 block,KCNK3 block,Platelet DG rel,KCNQ1 pot,DYRK1A inh,hERG rescue,TRPC4 inh,TRPC4 potent,KCNQ1 block,TRPC4 act
CC(=O)Nc1ccc(NC(=O)Cc2ccc(-c3ccccc3)cc2)cc1,i,i,i,-7,i,-2,-7,i,i,i,i
Cc1ccc(S(=O)(=O)NC2=NCN(Cc3cccnc3)CN2)cc1,i,i,i,-2,i,1,-7,i,i,i,i
Cc1ccccc1Cn1cnc2c(oc3ccccc32)c1=O,i,i,i,4,i,-3,-10,i,i,i,i
Cc1ccc(C(=O)OC/C(O)=C(\C#N)c2nc3ccccc3[nH]2)cc1S(=O)(=O)N1CCOCC1,i,i,i,-18,i,3,-6,i,i,i,i
Clc1ccccc1CSC1=NCCCN1,i,i,i,6,i,6,-9,i,i,i,i
CCC1CCCCN1C(=S)NC(=O)c1ccc(F)c(S(=O)(=O)N2CCOCC2)c1 (stereo not given),i,i,i,4,i,7,-6,i,i,i,i
Cc1ccccc1C(=O)NC(CC(C)C)C(=O)OCc1cc(=O)n2cc(Br)ccc2n1 (stereo not given),i,i,i,-14,i,2,-5,i,i,i,i
CCOC(=O)/C(C#N)=C/c1c(N2CCN(Cc3ccc4c(c3)OCO4)CC2)nc2c(C)cccn2c1=O,i,i,i,9,i,.,-5,i,i,i,i
Cc1nn(-c2ccccn2)c(N)c1N=O,i,i,i,14,i,.,-6,i,i,i,i
COc1ccc(NC(=O)CSc2nnc3ccc(-c4cccnc4)nn23)c(OC)c1,i,i,i,8,i,-6,-10,i,i,i,i
CC(=O)Nc1ccc(S(=O)(=O)Nc2ccc(N3CCOCC3)cc2)cc1,i,i,i,-22,i,0,-1,.,i,i,i
COc1ccccc1C(=O)NC(=S)/C=C1/N(C)c2ccccc2C1(C)C,i,i,i,-3,i,2,-14,i,i,i,i
COc1ccc(N(C(=O)c2ccc(Br)o2)C2C=CS(=O)(=O)C2)cc1 (stereo not given),i,i,i,5,i,34,-5,i,i,i,i
COc1ccc(CCNC(=O)c2cc(S(=O)(=O)N(C)c3ccccc3)ccc2Cl)cc1,i,i,i,2,i,-2,-14,i,i,i,i
CCN(CC(=O)NCc1ccc(Cl)cc1)C(=O)c1oc2ccccc2c1C,i,i,i,-2,i,-6,-10,i,i,i,i
O=C1SC(SCc2ccccc2)=N/C1=C\c1ccco1,i,i,i,3,i,-5,0,i,i,i,i
CCOC(=O)CCN(c1ccccc1)S(=O)(=O)c1ccc(-c2ccc(=O)[nH]n2)s1,i,i,i,0,i,-1,-7,i,i,i,i
Cc1ccc(NCc2ccccc2O)c(C)c1,i,i,i,6,i,3,-11,i,i,i,i
O=C(NCC(c1cccs1)N1CCOCC1)C1CCN(S(=O)(=O)c2cccc(C(F)(F)F)c2)CC1 (stereo not given),i,i,i,-1,9*,-9,-6,i,i,i,i
CCN(CC)c1ccc(NC(=O)CSc2nc3ccccc3c(=O)[nH]2)cc1,i,i,i,8,i,5,-8,i,i,i,i
N#CC1=C(SCC(=O)Nc2nccs2)NC(=O)CC1c1ccccc1 (stereo not given),.,i,i,2,i,-7,-1,i,i,i,i
OCCC1CN(Cc2ccccc2-c2ccco2)CCN1Cc1ccccc1 (stereo not given),i,i,i,-7,i,4,-19,i,i,i,113*
Cc1ccc(C)c(NC(=O)c2cc(S(=O)(=O)N3CCCCC3)c[nH]2)c1,i,i,i,-17,i,0,-18,i,i,i,i
COc1cc2c(C)nc(C)c(C#N)c2cc1OC,i,i,i,2,i,16,-7,i,i,i,i
CCCCc1ccc(NC(=O)Nc2cc(C)nn2C)cc1,i,i,i,-5,i,-1,-10,i,i,i,i

# Next part; it opens with the two that closed the last part.
SMILES,PolyA inh,KCNK9 block,KCNK3 block,Platelet DG rel,KCNQ1 pot,DYRK1A inh,hERG rescue,TRPC4 inh,TRPC4 potent,KCNQ1 block,TRPC4 act
COc1cc2c(C)nc(C)c(C#N)c2cc1OC,i,i,i,2,i,16,-7,i,i,i,i
CCCCc1ccc(NC(=O)Nc2cc(C)nn2C)cc1,i,i,i,-5,i,-1,-10,i,i,i,i
Cc1nc(-c2cccc(C(F)(F)F)c2)sc1C(=O)O,i,i,i,-7,i,6,-5,-6*,i,i,i
CC(Sc1nnnn1-c1ccccc1)C(=O)Nc1ccc(N2CCN(C)CC2)cc1 (stereo not given),i,i,i,-1,i,1,-6,i,i,i,47*
Cn1c(N)c(C(=O)CSc2nc3ccccc3c(=O)n2CCCN2CCOCC2)c(=O)n(C)c1=O,i,i,i,6,i,4,-3,i,i,i,i
COc1ccc(Cl)cc1S(=O)(=O)N1CCCC(C(=O)NCc2ccccn2)C1 (stereo not given),i,i,i,20,i,-11,-15,i,i,i,i
CCCC(=O)N(Cc1cc(=O)[nH]c2ccccc12)c1ccc(C)cc1,i,i,i,.,i,-4,-12,i,i,i,i
COc1ccc(C(=O)OCC(=O)Nc2cc(S(=O)(=O)N3CCOCC3)ccc2N2CCCC2)cc1,i,i,i,7,i,-1,-10,i,i,i,i
CCOc1ccc(C(C(=O)NCC2CCCO2)N(Cc2cccnc2)C(=O)c2snc(C(N)=O)c2N)cc1 (stereo not given),i,i,i,-1,i,3,-10,-6*,i,i,i
Cc1ccccc1-n1nc(C(=O)O)c(C)c(C#N)c1=O,i,i,i,-3,i,-7,-4,i,i,i,i
CCOc1cc(N2CCOCC2)c(OCC)cc1NC(=O)C(NC(=O)c1ccco1)C(C)C (stereo not given),i,i,i,2,i,0,-4,i,i,i,i
Cc1ccc2nc(C3CCN(CC(=O)N4CCCCCC4)CC3)[nH]c2c1,i,i,i,-10,i,-1,-14,i,i,i,i
CN(c1ccccc1)S(=O)(=O)c1ccc(C(=O)OCC(=O)NCc2ccco2)cc1,i,i,i,14,i,-2,-10,i,i,i,i
CN(CCc1cnn(C)c1)C(=O)C1CCC(=O)N(CC2CCCCC2)C1 (stereo not given),i,i,i,10,i,-2,-4,i,i,i,i
CC(NC(=O)C1CC1)c1ccc(-c2ccccc2)cc1 (stereo not given),i,i,i,3,i,.,-1,i,i,i,i
Cc1cccc(Cn2c(-c3ccc[nH]c3=O)nc3ccccc32)c1,i,i,i,-3,i,-2,-10,i,i,i,i
Cc1cccc(C(=O)Nc2nccs2)c1[N+](=O)[O-],i,i,i,0,i,-5,-6,i,i,i,i
Cc1ccc2c(Cl)c(C)c(N3CCCC3)nc2n1,i,i,i,-2,i,4,-6,i,i,i,i
CCCn1nc(C(=O)OCC(=O)c2ccc3c(c2)NC(=O)CO3)c2ccccc2c1=O,i,i,i,-1,i,7,-10,i,i,i,i
OC1(c2ccccc2F)CCN(Cc2nnc(-c3ccccc3)o2)CC1,i,i,i,-16,i,2,-3,i,i,i,i
NC1=NC(=O)C2(COC(c3ccncc3)OC2)S1 (stereo not given),i,i,i,7,i,3,-8,i,i,i,i
N#CCC(=O)Nn1c(=S)[nH]c2ccccc2c1=O,i,i,i,-18,i,-4,2,i,i,i,i
CCOc1cc(/C=C2/C(=N)N3C(=NC2=O)SN=C3S(=O)(=O)CC)ccc1OC(=O)c1ccco1,i,i,i,-2,i,.,-32,i,i,i,i
NCC(c1ccc(Cl)cc1Cl)c1c[nH]c2ccccc12 (stereo not given),i,i,i,-3,i,5,-8,i,26*,i,i
Cc1nnc(SCC(=O)Nc2nccs2)s1,i,i,i,-3,i,.,-13,i,i,i,i
COC(=O)CNc1cccc(C(F)(F)F)c1,i,i,i,7,i,-1,0,i,i,i,i
CCN=C1SC(C(N)=O)CC(=O)N1CC (stereo not given),i,i,i,10,i,-4,-12,i,i,i,i

# As entered above.
# Cc1ccc2nc(C3CCN(CC(=O)N4CCCCCC4)CC3)[nH]c2c1 in DYRK1A inh is listed with -1
# CN(c1ccccc1)S(=O)(=O)c1ccc(C(=O)OCC(=O)NCc2ccco2)cc1 in hERG rescue is listed with -10
# COc1ccc(Cl)cc1S(=O)(=O)N1CCCC(C(=O)NCc2ccccn2)C1 (stereo not given) in Platelet DG rel is listed with 20
# N#CCC(=O)Nn1c(=S)[nH]c2ccccc2c1=O in hERG rescue is listed with 2

# Returning to the listing, repeating the three entries before the break.
SMILES,PolyA inh,KCNK9 block,KCNK3 block,Platelet DG rel,KCNQ1 pot,DYRK1A inh,hERG rescue,TRPC4 inh,TRPC4 potent,KCNQ1 block,TRPC4 act
Cc1nnc(SCC(=O)Nc2nccs2)s1,i,i,i,-3,i,.,-13,i,i,i,i
COC(=O)CNc1cccc(C(F)(F)F)c1,i,i,i,7,i,-1,0,i,i,i,i
CCN=C1SC(C(N)=O)CC(=O)N1CC (stereo not given),i,i,i,10,i,-4,-12,i,i,i,i
Cc1cc(C)cc(-n2nnnc2SCC(=O)Nc2nc(-c3ccc(F)cc3)cs2)c1,i,i,i,-2,i,0,-5,i,i,i,i
COc1ccc(CCN(C)C2CCCN(S(=O)(=O)c3ccccc3F)C2)cc1OC (stereo not given),i,i,i,0,i,-5,-4,i,i,i,i
Cc1cccc(N2C(=O)CN(Cc3cccs3)C2=S)c1,i,i,i,5,i,.,-6,i,i,i,i
CC(O)Cn1nc([N+](=O)[O-])nc1N (stereo not given),i,i,i,-3,i,-2,-4,i,i,i,i
CC(OC(=O)CCc1nc2ccccc2c(=O)[nH]1)C(=O)c1ccc(Br)cc1 (stereo not given),i,i,i,7,i,-1,-5,i,i,i,i
c1ccc(Nc2cc(-c3ccccc3)nc3ncnn23)cc1,i,i,i,-1,i,8,-2,i,i,i,i
CSc1ccccc1NC(=O)CN(C)C(C)C(=O)NC(=O)NC1CCCCC1 (stereo not given),i,i,i,2,i,3,-18,i,i,i,i
COc1ccc(NC(=O)c2ccc3c(SCC(=O)O)c4c(nc3c2)CCCC4)cc1Cl,i,i,.,-26,i,.,7.8*,i,i,i,i
Brc1cc2c(cc1Br)OCCOCCOCCOCCO2,i,i,i,-2,i,-5,-4,i,i,i,i
CCOc1ccc(/C=N/NC(=O)c2cc(-c3ccccc3)nc3ccccc23)cc1O,i,i,i,-2,i,-3,-13,i,i,i,i
O=C(CNC(=O)c1ccccc1)N/N=C/c1ccc([N+](=O)[O-])o1,i,i,i,0,i,1,-7,i,i,i,i
CCOC(=O)c1cc2c(ccn2C)n1Cc1ccccc1C,i,i,i,4,i,-2,-2,i,i,i,i
O=C(Nc1cnccn1)c1cccc(C(F)(F)F)c1,i,i,i,4,i,6,-10,i,i,i,i

# Screening data (PubChem BioAssay)
